KOR beta-arrestin-1 = KOR antagonists, beta-arrestin recruitment, cell-based, luminescence, uHTS (AID 1778); KOR beta-arrestin recruitment, luminescence, antagonist mode; higher % means a stronger effect; one-dose inhibition, % at 10 µM; IC50 in µM for titrated hits; 290,000 compounds, 0.091% hits; in the data active means inhibition above about 50%; further: strong numbers were not always called active
NS5 inhibitors = flavivirus cap methylation enzyme inhibition – biochemical, confirmation dose response, primary screen (AID 588689). Dengue-2 NS5 methyltransferase capping enzyme assay, biochemical; higher % means a stronger effect. inhibition, % at 25 µM, or IC50 in µM where a hit was titrated. 340,000 compounds, 0.3% hits; in the data active means a potency from the dose series
West Nile virus CPE = inhibition of WNV-induced cytopathic effect – cell-based, CPE readout (AID 1621); one-dose CPE inhibition, % at 10 µM; IC50 in µM for titrated hits; West Nile virus-infected cells, CPE inhibition; higher % means a stronger effect; 290,000 compounds, 0.02% hits; in the data active means a potency from the dose series; further: strong numbers were not always called active
HIV peptide binding = cell-free HIV fusion peptide-binding blockers – biochemical, uHTS, fluorescence dequenching, primary screen (AID 1986). 290,000 compounds, 0.3% hits. inhibition, % at 20 µM; hits with a dose series show IC50 in µM. cell-free peptide binding, fluorescence dequenching, 30 min; higher % means a stronger effect; in the data active means inhibition mostly above about 52%, no sharp cut-off; inactive means mostly below about 76%; further: some results filed as inactive read as strong as hits
GPR55 beta-arrestin = GPR55 agonists via beta-arrestin recruitment, primary screen, imaging, U2OS cells, beta-arrestin-GFP redistribution (AID 1961); U2OS GPR55 beta-arrestin-GFP redistribution imaging; higher % means a stronger effect; activation, % at 10 µM, or EC50 in µM where a hit was titrated; 290,000 compounds, 0.048% hits;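 active means activation above 40% with more than 50 cells counted in the well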;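 further: U2OS osteosarcoma cells stably expressing GPR55 and beta-arrestin-GFP; plate controls were DMSO negative control for no effect and LPI positive control for full effect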
GPR55 LPI antagonism = inhibition of LPI-stimulated GPR55 beta-arrestin translocation – imaging, U2OS, beta-arrestin-GFP, LPI agonist, primary screen (AID 2013) | U2OS GPR55 beta-arrestin-GFP translocation imaging, LPI antagonism; higher % means a stronger effect | inhibition, % at 10 µM, or IC50 in µM where a hit was titrated | 290,000 compounds, 0.13% hits;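 active means spots per cell inhibited over 60%, with over 100 cells counted and total cytoplasm intensity under 500,000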;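 further: U2OS cells stably carrying GPR55 and arrestin-GFP stimulated by 5 µM LPI near EC80; imaged beta-arrestin-GFP aggregate spots per cell after agonist stimulation; plate controls were LPI-stimulated DMSO wells for no effect and DMSO wells without LPI for full effect; some results filed as inactive read as strong as hits; confirmed hits need IC50 under 10 µM and bright autofluorescent wells are also inconclusive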
NOD1 inhibition = inhibition of NOD1-driven NF-kB reporter – cell-based, luminescence, uHTS, primary screen (AID 1578) | NOD1-driven NF-kB luciferase reporter cells, luminescence; higher % means a stronger effect | inhibition, % at 4 µM; hits with a dose series show EC50 in µM | 290,000 compounds, 1% hits; in the data active means inhibition mostly above about 36%, no sharp cut-off; inactive means mostly below about 34%;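 further: HEK-293T reporter cells stimulated with the NOD1 agonist gamma-tri-DAP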
KOR beta-arrestin-2 = KOR agonists, beta-arrestin recruitment, primary screen, cell-based, luminescence, uHTS (AID 1777); KOR beta-arrestin recruitment, luminescence; higher % means a stronger effect; activation, % at 10 µM; hits with a dose series show EC50 in µM; 280,000 compounds, 0.02% hits; in the data active means activation above about 50%, passing the limit was not always enough; further: a part of the inactive calls stands beside numbers as strong as those of hits
GPR35 antagonists = inhibition of zaprinast-stimulated GPR35 beta-arrestin translocation – imaging, U2OS, beta-arrestin-GFP, zaprinast agonist, primary screen (AID 2058); 290,000 compounds, 0.052% hits; inhibition, % at 10 µM; hits with a dose series show IC50 in µM; U2OS GPR35 beta-arrestin-GFP translocation imaging, zaprinast antagonism; higher % means a stronger effect;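 active means inhibition of at least 50% with at least 30 cells and total cytoplasm GFP at most 10,000,000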
NS5 inhibitors pilot replicate = recorded beside NS5 inhibitors, whose call it bears; inhibition, %; measured here: pilot screen replicate inhibition
An asterisk follows results filed as active; x = not tested or not shown; [ ] = remark or other dose.

SMILES	KOR beta-arrestin-1	NS5 inhibitors	West Nile virus CPE	HIV peptide binding	GPR55 beta-arrestin	GPR55 LPI antagonism	NOD1 inhibition	KOR beta-arrestin-2	GPR35 antagonists	others
Cc1cccc(Nc2nc(NC(C)C)nc(Oc3ccc(=O)n(C)n3)n2)c1	-4%	-7%	0.8%	1.2%	-0.2%	20%	-14%	1.7%	6%	NS5 inhibitors pilot replicate=0.0
COCCn1c(SCC(=O)NCc2ccco2)nc2cccnc21	-24%	-5%	0.1%	2.2%	0.3%	6%	-23%	0.0%	2%
Cc1ccccc1Nc1nc(CSc2nnnn2-c2ccccc2)cs1	19%	-19%	-0.1%	-1.9%	-0.1%	-8%	-13%	-6.0%	15%
COc1ccc(NC(=O)c2sc3nc(C)nc(N4CCOCC4)c3c2C)c(OC)c1	-3%	-6%	0.5%	1.5%	0.0%	1%	12%	-3.6%	-21%
Cc1ncc(CO)c(/C=N/NC(=O)c2ccc(O)cc2)c1O	-40%	-2%	0.5%	3.3%	-0.2%	-9%	3%	-3.9%	9%
O=C(CCCC(=O)c1ccccc1)Nc1ccc(F)cc1	6%	-5%	-0.6%	1.6%	0.0%	6%	-20%	-3.5%	7%
O=C1C(=C(O)c2ccccc2)C(=O)c2ccccc21	-36%	13%	0.7%	2.4%	-0.2%	x	-7%	0.6%	-6%
CCOC(=O)c1nn(-c2ccc([N+](=O)[O-])cc2)cc1O	14%	-8%	-0.3%	-1.3%	-0.1%	-2%	-9%	1.4%	-5%
COc1ccc(OCC(O)CN2CCN(c3ncccn3)CC2)cc1 (stereo unspecified)	-59%	-1%	-0.8%	0.7%	-0.2%	-12%	-7%	-0.7%	-11%
O=C(Cc1ncc(C(F)(F)F)cc1Cl)NC1CC1	-7%	-5%	-0.1%	-1.4%	0.3%	6%	-34%	1.5%	8%
O=C(O)c1ccc2c(=O)n3cc(C(=O)c4ccccc4O)cc(Cl)c3nc2c1	24%	4%	-0.1%	29%	0.0%	-5%	2%	0.3%	-14%
Clc1cccc(Cl)c1CSc1nnc(/C=C/c2ccccc2)o1	-16%	-1%	x	0.1%	0.2%	9%	-17%	1.5%	12%

A portion from further up, as a working copy:
SMILES	KOR beta-arrestin-1	NS5 inhibitors	West Nile virus CPE	HIV peptide binding	GPR55 beta-arrestin	GPR55 LPI antagonism	NOD1 inhibition	KOR beta-arrestin-2	GPR35 antagonists	others
O=C(O)c1ccc2c(=O)n3cc(C(=O)c4ccccc4O)cc(Cl)c3nc2c1	24%	4%	-0.1%	29%	0.0%	-5%	2%	0.3%	-14%
Clc1cccc(Cl)c1CSc1nnc(/C=C/c2ccccc2)o1	-16%	-1%	x	0.1%	0.2%	9%	-17%	1.5%	12%

(listing goes on)
SMILES	KOR beta-arrestin-1	NS5 inhibitors	West Nile virus CPE	HIV peptide binding	GPR55 beta-arrestin	GPR55 LPI antagonism	NOD1 inhibition	KOR beta-arrestin-2	GPR35 antagonists	others
OCCOCCOc1ccccc1OCCOCCO	23%	-3%	-0.2%	2.6%	0.5%	11%	-24%	-4.2%	10%
CCc1ccc(OCC(=O)N2CCN=C2c2ccccc2)cc1	5%	1%	-0.5%	-1.2%	0.0%	-8%	-4%	-5.2%	4%
CC(OC(=O)CN1C(=O)NC(C)(C)C1=O)C(=O)c1ccccc1 (stereo unspecified)	0%	9%	0.7%	3.7%	-0.2%	-1%	-6%	-3.3%	8%
Cc1cccc(C)c1NC(=O)N1C2CCCC1CC(NC(=O)C(C)(C)C)C2 (stereo unspecified)	22%	-6%	-1.6%	-1.1%	-0.2%	-4%	-38%	-2.1%	9%
Cc1cc(C)n2c(SCC(=O)NC3CCCCC3)nnc2n1	12%	-10%	0.0%	-0.4%	0.1%	19%	-24%	-1.6%	10%
Cc1c(CN2CCC(CO)(CCOc3ccccc3)CC2)c(=O)n(-c2ccccc2)n1C	5%	7%	0.6%	0.8%	0.4%	10%	-18%	x	1%
O=C(NCc1ccco1)C1CC(c2cccc([N+](=O)[O-])c2)=NO1 (stereo unspecified)	-19%	-2%	-0.1%	3.1%	0.5%	0%	2%	-2.4%	-8%
CCOC(=O)N1CC=C2C(C#N)=C(N)C(C#N)(C#N)[C@H](c3ccccc3OCC)[C@H]2C1	-23%	-3%	-0.5%	0.7%	0.2%	2%	-3%	-2.3%	2%
Cc1cccc(/C(N)=N/OC(=O)C23CC4CC(CC(C4)C2)C3)c1	-19%	-4%	0.2%	0.0%	0.4%	31%	-4%	0.3%	13%
C(=C\c1ccccc1)/C=N/Nc1nncc(-c2ccccc2)n1	-22%	x	0.0%	-2.6%	-0.2%	-4%	-2%	-4.8%	5%
CC(NC(=O)c1cccnc1)C(c1ccccc1)N1CCN(C)CC1 (stereo unspecified)	26%	-6%	-0.4%	4.2%	0.0%	11%	2%	-3.6%	12%
COc1ccc(C(=O)O/N=C(\C)c2ccccc2)cc1	24%	0%	0.2%	-1.0%	-0.4%	16%	-18%	-5.0%	-9%
O=C(CSc1nc2cc(Cl)ccc2o1)Nc1ccc(N2CCOCC2)cc1	10%	2%	-0.8%	0.0%	0.3%	12%	-64%	-0.4%	4%
COc1ccc(-n2ncc(N(C)n3cccc3)c(Cl)c2=O)cc1	-22%	-8%	-0.2%	1.6%	0.2%	20%	-69%	-1.7%	-7%
N#C/C(=C/c1cn[nH]c1-c1cccc(Br)c1)C(=O)O	27%	4%	-0.1%	0.4%	-0.2%	1.1µM*	-7%	0.4%	3%
Cc1ccc(OCC(=O)OCC(=O)c2ccccc2)cc1C	16%	-5%	0.2%	-2.0%	-0.2%	-6%	-20%	5.8%	5%
NC(=O)C1=C[C@H](C2CCCCC2)C[C@H](OCc2ccc(CO)cc2)O1	-6%	2%	-0.5%	1.3%	0.1%	8%	-13%	-2.2%	-8%
COC(=O)N1C(=O)[C@](c2ccc(Cl)cc2)(C(C)C)N1C(=O)OC	-45%[20 µM]	-15%	-0.1%	-0.2%	2.0%	13%	36%	0.2%	12%
Cc1cc(OC(=O)c2cccc(C(F)(F)F)c2)c([N+](=O)[O-])c(=O)[nH]1	-9%[20 µM]	3%	-0.3%	1.3%	-0.1%	-3%	-5%	-4.6%	5%
CCC(=O)Nc1ccc(C(=O)NNC(=O)C(c2ccccc2)c2ccccc2)cc1	8%	-3%	-0.3%	-2.3%	0.2%	-1%	11%	1.9%	10%
CN(C)S(=O)(=O)c1cccc(C(=O)Nc2cccnc2)c1	-21%	-3%	0.3%	0.2%	-0.1%	-8%	7%	7.0%	-5%
Cc1cc(-c2cccc(Br)c2)c(C#N)c(N)n1	-14%	12%	-0.5%	-0.3%	0.5%	-2%	-11%	5.2%	-5%
CCOC(=O)c1ccc2nc(C(F)(F)F)[nH]c(=O)c2c1	21%	1%	-0.1%	0.1%	-0.2%	4%	18%	-0.2%	-6%
COc1ccc(C(=O)C(OC(=O)c2ccccc2Cl)c2ccccc2)cc1 (stereo unspecified)	33%	1%	-0.5%	1.4%	-0.1%	18%	-16%	-4.7%	-11%
Cn1cccc1/C=N/N1CCN(Cc2ccc(Cl)cc2)CC1	14%	-6%	-0.5%	-3.3%	1.2%	1%	-3%	x	-4%
CC(C)CCN1C(=O)c2ccc(C(=O)Nc3c[nH]c(=O)[nH]c3=O)cc2C1=O	-48%	-9%	1.2%	0.5%	0.7%	-2%	-14%	3.5%	-3%
COc1ccc(OC)c(-c2nnc(SCC(=O)N3CCOCC3)o2)c1	-25%	x	0.1%	2.1%	0.1%	7%	0%	-5.2%	5%
Cc1nnc(NC(=O)CCn2c(=O)oc3ccccc32)s1	-13%	-3%	-0.2%	-1.5%	-0.2%	6%	2%	-8.2%	11%
CCN(CC)C(=O)Cn1cc(C(=O)C(=O)NCCCN2CCCCC2)c2ccccc21	-1%	3%	0.1%	1.4%	-0.1%	2%	-1%	0.3%	4%
CCCCNC(=O)c1onc(CSc2cc(C)ccc2C)c1C(=O)O	-22%	2%	-0.2%	6.3%	-0.2%	43%	-61%	0.4%	-24%
O=C1/C(=C\c2ccco2)SC(=S)N1C1CCCCC1	-3%[20 µM]	x	-0.3%	29%	-0.2%	5%	9%	-5.0%	4%
COc1cccc(N(C(=O)Cn2nnc(-c3ccc(F)cc3)n2)C(C(=O)NCC2CCCO2)c2ccc(Cl)cc2)c1 (stereo unspecified)	-35%[20 µM]	-5%	-0.8%	3.4%	-0.2%	1%	-35%	0.9%	-3%
Cc1ccc(-c2nnc(SCC(=O)N/N=C/c3ccccc3C(=O)O)n2C2CCCCC2)cc1	30%	1%	-0.3%	0.5%	0.2%	16%	-14%	0.3%	-16%
CC(C)N1CCc2c(sc(NC(=O)Cc3ccccc3)c2C(N)=O)C1	-9%[20 µM]	-5%	0.6%	-0.5%	0.0%	9%	-7%	-4.9%	4%
COc1ccc(Cl)cc1C(=O)NCCCN1CCOCC1	5%	-19%	-0.4%	-0.1%	-0.2%	0%	-23%	1.6%	12%
O=C(Cn1c(-c2ccccc2)noc1=O)Nc1ccc(N2CCCCCC2)cc1	-7%	-6%	-0.1%	-3.8%	-2.3%	2%	24%	6.2%	-5%
CS(=O)(=O)N(CC(=O)NC1CC2CCC1C2)c1cccc(C(F)(F)F)c1 (stereo unspecified)	-42%	-9%	-0.5%	-3.5%	-0.3%	6%	25%	-3.3%	9%
Cc1c(Cl)ccc2c1NC(=O)C21NC(CCC(N)=O)[C@H]2C(=O)N(c3ccc(Cl)cc3)C(=O)[C@H]21 (stereo partly specified)	24%	-2%	0.2%	-3.5%	-0.2%	-10%	16%	-1.2%	1%
C=CCNC(=S)N1CCN(c2ncc3c(=O)c(C(=O)O)cn(CC)c3n2)CC1	-29%	-9%	0.6%	2.6%	0.0%	10%	-26%	4.1%	-1%
NS(=O)(=O)c1ccc(CCNS(=O)(=O)c2ccc(Cl)nc2)cc1	-10%	0%	0.1%	-0.7%	-0.2%	-6%	0%	2.6%	9%
Cc1cccc(C(=O)Nc2nnc(SCC(=O)Nc3ccc4c(c3)oc3ccccc34)s2)c1	-10%	-4%	-0.2%	-1.1%	-0.2%	8%	-35%	8.4%	1%
N#CCc1c(C#N)c(N)nc(N2CCN(C=O)CC2)c1C#N	6%	-9%	0.3%	-0.9%	-0.7%	-17%	-26%	-2.6%	-2%
COc1cccc(CC2(CO)CCCN(S(=O)(=O)N(C)C)C2)c1 (stereo unspecified)	-4%	-8%	-0.6%	0.8%	0.1%	5%	-21%	2.9%	6%
Nc1ccc(CN2CCOCC2)cc1	-18%	-11%	0.2%	3.3%	-0.6%	9%	-6%	4.5%	1%
CCCCCCC(=O)Nc1ccc(C(=O)N2CCCC2)cc1	4%	-1%	-1.0%	3.8%	-0.1%	-9%	-15%	x	3%
COc1ccc(C(=O)N/N=C(\C)CC(=O)Nc2ccc(N(C)C)cc2)c(OC)c1	-2%[20 µM]	7%	0.2%	-1.4%	-0.2%	-3%	-4%	-4.9%	-8%
Cc1cccc(NC(=O)c2cc(-c3ccco3)nc3ccccc23)n1	-4%	17%	0.0%	0.6%	-0.1%	21%	6%	-3.8%	-4%

The list is partial; rates above refer to the full screens.
